# Apaf-1 inh: inhibitors of human Apaf-1 apoptosome, primary screen, biochemical, DEVD-Rh110 fluorescence, uHTS | 330,000 compounds, 0.71% hits | reconstituted apoptosome caspase-3 activity | Apoptotic protease-activating factor 1 (Homo sapiens), O14727 | inhibition, % at 20 µM; active means inhibition of at least 40% at 20 µM;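 further: plate controls were DMSO wells for no effect and DEVD-CHO caspase inhibitor wells for full effect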
#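 Material: reconstituted apoptosome with Apaf-1, cytochrome c, caspase-9, procaspase-3, dATP / Buffer or medium: pH 7.5 Hepes buffer with CHAPS, BSA, DTT / Also added: cytochrome c with DEVD-Rh110 / Schedule: compound with Apaf-1, dATP, procaspase-3 30 min, then 50 min reaction, room temperature / Technique: rhodamine 110 fluorescence at Ex 480/Em 540 nm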
# SENP1 FRET inh: human SENP1 catalytic domain inhibitors, primary screen, biochemical, FRET, uHTS; Sentrin-specific protease 1 (Homo sapiens), Q9P0U3; recombinant SENP1 catalytic domain, CyPet-SUMO1-YPet FRET cleavage; inhibition, % at 10 µM; 360,000 compounds, 0.21% hits; AID 624204, 2012;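 active means inhibition at least 30% at 10 µM, raw YFP signal under a set limit, fluorescence ratio 0.5 to 1.5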;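 further: 0% = enzyme with DMSO and 100% = no enzyme wells; some results filed as inactive read as strong as hits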
# Target sequence (Q9P0U3 419-644 limits assumed): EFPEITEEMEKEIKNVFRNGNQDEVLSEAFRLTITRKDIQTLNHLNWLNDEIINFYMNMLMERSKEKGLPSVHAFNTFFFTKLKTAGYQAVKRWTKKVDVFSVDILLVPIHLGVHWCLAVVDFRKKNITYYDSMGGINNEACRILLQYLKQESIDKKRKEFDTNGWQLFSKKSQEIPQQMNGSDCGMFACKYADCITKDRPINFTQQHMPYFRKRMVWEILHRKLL
#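 system = hSENP1 catalytic domain, recombinant | reagent = SFCypet-SUMO1-SFYpet substrate at 25 nM | doses = one dose per compound, 10 µM, 0.5% DMSO | incubation = enzyme reaction for 50 min at room temperature, dark | measured by = FRET, CFP and YFP emission | controls = no-enzyme low, enzyme-DMSO high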
# SENP8 block-1: SENP8 protease inhibitors, primary screen, biochemical, luminescence. Sentrin-specific protease 8 (Homo sapiens), Q96LD8. 330,000 compounds, 1.2% hits. AID 2540, 2010. inhibition, % at 10 µM. purified SENP8, Z-RLRGG-aminoluciferin cleavage; in the data active means inhibition above about 50%
# Target sequence (Q96LD8 whole entry, looked up): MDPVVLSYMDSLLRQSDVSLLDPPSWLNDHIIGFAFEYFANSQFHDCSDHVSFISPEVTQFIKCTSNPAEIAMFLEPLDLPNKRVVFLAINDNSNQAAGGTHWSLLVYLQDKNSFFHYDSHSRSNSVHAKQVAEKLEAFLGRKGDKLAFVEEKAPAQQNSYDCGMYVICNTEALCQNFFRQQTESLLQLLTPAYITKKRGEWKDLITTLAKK
# SENP6 block: SENP6 protease inhibitors, primary screen, biochemical, luminescence, uHTS. Recombinant SENP6 catalytic domain, aminoluciferin luminescence. inhibition, % at 10 µM. Sentrin-specific protease 6 (Homo sapiens), Q9GZR1. 330,000 compounds, 1.8% hits;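 active means inhibition above about 50% at the single tested dose, limit read from the data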;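 further: plate controls were DMSO wells with enzyme for no effect and DMSO wells lacking enzyme for full effect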
# UBC13 polyUb: UBC13 polyubiquitin chain formation inhibitors, primary screen, biochemical, TR-FRET, uHTS; Ubiquitin-conjugating enzyme E2 N (Homo sapiens), P61088; inhibition, % at 20 µM; 330,000 compounds, 0.47% hits; AID 485273, 2010; in the data active means inhibition above about 45%, passing the limit was not always enough
# Target sequence (P61088 whole entry, looked up): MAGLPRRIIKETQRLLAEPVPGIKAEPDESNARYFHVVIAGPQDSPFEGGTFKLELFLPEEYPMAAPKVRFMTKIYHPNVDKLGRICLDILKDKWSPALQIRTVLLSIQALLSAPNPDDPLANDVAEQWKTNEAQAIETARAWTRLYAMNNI
# SENP7 block: SENP7 protease inhibitors, primary screen, biochemical, luminescence, uHTS; Sentrin-specific protease 7 (Homo sapiens), Q9BQF6; recombinant SENP7, Z-RLRGG-aminoluciferin luminescence, 40 min; inhibition, % at 5 µM; 330,000 compounds, 1.5% hits;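 active means inhibition above about 50% at the single test dose, limit read from the data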;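 further: plate controls were DMSO with enzyme for no effect and no enzyme buffer wells for full effect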
# Target sequence (Q9BQF6 706-1050 limits assumed): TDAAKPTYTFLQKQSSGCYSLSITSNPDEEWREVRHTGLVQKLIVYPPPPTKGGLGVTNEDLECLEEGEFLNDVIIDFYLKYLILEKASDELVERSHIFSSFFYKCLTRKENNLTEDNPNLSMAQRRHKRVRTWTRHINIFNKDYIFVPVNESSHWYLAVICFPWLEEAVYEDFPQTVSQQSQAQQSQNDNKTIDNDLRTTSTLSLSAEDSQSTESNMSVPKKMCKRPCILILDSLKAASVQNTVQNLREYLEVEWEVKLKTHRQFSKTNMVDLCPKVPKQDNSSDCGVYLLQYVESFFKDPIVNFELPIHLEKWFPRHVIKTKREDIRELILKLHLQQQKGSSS
# SENP8 block-2: human SENP8 protease inhibitors, primary screen, biochemical, fluorescence, Nedd8 protein substrate, uHTS; Sentrin-specific protease 8 (Homo sapiens), Q96LD8; recombinant SENP8; inhibition, % at 20 µM; 360,000 compounds, 0.64% hits; AID 602440, 2012; in the data active means inhibition mostly above about 40%, no sharp cut-off; inactive means mostly below about 27%
# APOBEC3G inh: APOBEC3G DNA deaminase inhibitors, primary screen, biochemical, fluorescence, single-stranded DNA substrate, uHTS; DNA dC->dU-editing enzyme APOBEC-3G (Homo sapiens), Q9HC16; recombinant A3G, ssDNA deamination FAM/TAMRA fluorescence; inhibition, % at 20 µM; 330,000 compounds, 0.28% hits; AID 493012, 2011;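 active means inhibition of at least 40% at 20 µM, with no more than 30% in the related APOBEC3A deaminase screen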;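 further: plate controls were DMSO wells with A3G for no effect and wells lacking A3G enzyme for full effect; some compounds called inactive have numbers as strong as hits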
# * hit, by the source's call; / = not tested or not shown. No enrichment for hits. Share with any hit: about 3.6%.
SMILES,Apaf-1 inh,SENP1 FRET inh,SENP8 block-1,SENP6 block,UBC13 polyUb,SENP7 block,SENP8 block-2,APOBEC3G inh
COc1cc2c(cc1OC)C(c1ccc(O)cc1)NCC2 (stereo unspecified),-12,0,2,7,4,0,0,-5
O=C(CCc1ccccc1)Nc1cccc(-c2nnc(-c3ccco3)o2)c1,6,2,0,6,6,1,-34,1
NC(=O)CSc1nc2cc([N+](=O)[O-])ccc2n1-c1cccc(C(F)(F)F)c1,0,5,-3,-5,4,1,16,-8
CC1=C(C(=O)NCc2ccccn2)C2(CCC(C)CC2)OC1=O (stereo unspecified),-4,0,-1,-2,3,2,14,1
O=C(Nc1ccc(N2CCCCC2)cc1)c1ccc2ccccc2n1,19,13,31,38,-8,39,40*,-23
Cc1sc2ncn3c(C)nnc3c2c1C,1,1,0,-15,-6,8,24,7
Nc1nnc(-c2ccccc2F)s1,12,-1,-2,4,5,2,-106,-3
O=C(CN(C(=O)c1csnn1)c1ccccc1Cl)NC1CCCC1,-5,2,6,-2,6,-4,6,-4
COC(=O)[C@]1(C)N[C@H](CN(C)C(=O)C2CCCCC2)[C@@H]2C(=O)N(Cc3ccccc3)C(=O)[C@@H]21,-11,1,1,-11,6,-4,3,-4
S=c1[nH]nc(-c2cc(-c3ccccc3)n[nH]2)n1/N=C/c1cccc(Cl)c1,26,3,-6,-46,-10,-15,-8,53*
Cc1csc(NC(=O)c2ccc(C)c(S(=O)(=O)N3CCOCC3)c2)n1,-2,/,-10,-9,-6,0,/,-7
COc1ccc(/C=C2/NC(=O)CNC2=O)cc1,-1,2,1,-14,1,7,9,5
COc1cc(/C=N/Nc2nc(-c3ccc(S(=O)(=O)N(C)C)cc3)cs2)ccc1O,-6,13,-1,-19,-21,11,-52,-7
Cc1c(N(C(=O)c2ccccn2)C2(C(=O)NC3CCCC3)CCCCC2)c(=O)n(-c2ccccc2)n1C,-17,0,2,-12,10,-3,16,-17
Cc1cc(-c2cccnc2)c(C#N)c(SCC#N)n1,-12,4,6,3,6,3,7,-6

# In the list so far, these have fluorine:
SMILES,Apaf-1 inh,SENP1 FRET inh,SENP8 block-1,SENP6 block,UBC13 polyUb,SENP7 block,SENP8 block-2,APOBEC3G inh
NC(=O)CSc1nc2cc([N+](=O)[O-])ccc2n1-c1cccc(C(F)(F)F)c1,0,5,-3,-5,4,1,16,-8
Nc1nnc(-c2ccccc2F)s1,12,-1,-2,4,5,2,-106,-3

# Next part:
SMILES,Apaf-1 inh,SENP1 FRET inh,SENP8 block-1,SENP6 block,UBC13 polyUb,SENP7 block,SENP8 block-2,APOBEC3G inh
Cc1nnc(SCC(=O)Nc2ccc(N3CCOCC3)cc2)n1-c1ccccc1,-6,1,2,-7,0,1,24,-8
Cc1c(C(=O)c2ccc(N(C)C)cc2)c2ccccn2c1CCC#N,14,-4,0,-5,-15,-3,-50,-5
CSc1ncccc1C(=O)OCC(=O)c1ccc[nH]1,0,-6,-9,-8,7,4,-6,2
O=C(O)C1(P(=O)(c2ccccc2)c2ccccc2)CCC1,-2,1,4,8,-2,-8,18,-4
COc1ccccc1C(=O)CSc1nccn1C,0,-1,-4,-10,0,1,7,-7
Cc1cccn2c(=O)c3cc(S(=O)(=O)c4ccccc4)c(=N)n(Cc4ccc(F)cc4)c3nc12,6,-27,3,1,1,-5,-155,-5
CCCC(=O)NCc1cc(-c2nn(C)c(=O)c3ccccc23)ccc1OC,0,-2,2,-9,-2,11,-22,1
CCC(C(=O)OC)n1cnc2c(nnn2-c2cccc(OC)c2)c1=O (stereo unspecified),2,0,-18,-8,2,-7,9,-9
COCc1cc(=O)n2c(-c3ccc(C)cc3)n[nH]c2n1,-2,-21,-5,-12,-12,-3,-82,9
COc1cc([C@H]2[C@@H]3CCCC[C@]3(O)CCN2CC(=O)Nc2ccc(C)cc2C)ccc1O,5,1,-10,-11,-10,-3,10,-1
COc1ccc2cc3cc(C(=O)NC(C)C)oc3nc2c1,-2,-3,-13,-4,-8,2,-324,-1
CCOc1ccc(-c2cn(-c3cccc(SC)c3)c(=O)[nH]2)cc1,25,-13,5,4,-6,9,-27,0
O=C(CNC(=O)c1ccncc1)N/N=C/c1ccc(O)cc1O,-23,-1,-5,-12,-14,-3,5,15
C=C(Br)Cn1c(CC(C)C)nc2ccccc21,9,3,5,-1,-4,10,2,-10
O=C(NC1CCCC1)C(=O)N(Cc1cccnc1)C(C(=O)NC1CCCC1)c1ccco1 (stereo unspecified),2,0,2,-7,-1,5,8,3
Cc1ccc(S(=O)(=O)N2CCC(C(=O)OCC(=O)N(C)c3ccccc3)CC2)cc1C,14,-1,11,-2,4,-3,2,-7
CCC(=O)Nc1cc(OC)c(NC(=O)c2ccccc2)cc1OC,2,-3,8,-3,-14,4,16,2
CC1(NC(=O)C2CCN(C(=O)Nc3ccccc3)CC2)CCS(=O)(=O)C1 (stereo unspecified),-6,-1,-5,15,6,-3,7,-5
COC(=O)c1c(NC(=O)c2nc3nc(C)cc(C(F)F)n3n2)sc2c1CCC2,9,-1,-2,-16,5,-7,-64,-8
COc1ccccc1-c1ccc(Nc2cccc(C(C)=O)c2)nn1,1,1,-17,-6,-3,-1,-17,-2
COc1cc2c(cc1OC)C(COc1ccccc1OC)N(C(C)=O)CC2 (stereo unspecified),-2,-1,-8,-7,2,-7,12,-6
Cc1ccccc1NC(=O)COC(=O)c1ccc(S(=O)(=O)N2CCCC2)cc1,15,1,-11,-31,-8,-7,14,-3
O=c1c2nnn(-c3ccccc3)c2ncn1C/C=C/c1ccccc1,22,3,-11,2,4,7,14,-7
CCOC(=O)COn1c(=O)c(-c2ccco2)[n+]([O-])c2ccccc21,8,-22,-9,-7,-16,-4,-122,-3
Cc1cc(NC(=O)CS(=O)(=O)Cc2ccccc2)no1,-7,0,6,11,7,5,8,-4
CCOc1ccc(Oc2nc(NCC(C)C)nc(N(C)C)n2)nn1,3,2,2,-19,-2,-4,33,-3
CC(NC(=O)C12CC3CC(CC(C3)C1)C2)C(=O)N/N=C/C1=C(N2CCOCC2)C(=C\c2cccc([N+](=O)[O-])c2)/CC1 (stereo unspecified),-5,3,7,4,-16,2,21,-8
COc1cccc(-c2c(NC(=O)c3ccco3)n(-c3ccc(C)cc3)nc(C)c2=O)c1,2,1,7,1,3,2,7,-1
CCn1c(/C=C/c2ccc(O)c(O)c2)nc2ccccc2c1=O,8,-4,-7,5,-14,-15,-246,1
CC(=NCCc1ccccc1)C1=C(O)CCC1=O,-11,2,-4,-14,7,5,14,7

# Next part, overlapping the part above by two compounds.
SMILES,Apaf-1 inh,SENP1 FRET inh,SENP8 block-1,SENP6 block,UBC13 polyUb,SENP7 block,SENP8 block-2,APOBEC3G inh
CCn1c(/C=C/c2ccc(O)c(O)c2)nc2ccccc2c1=O,8,-4,-7,5,-14,-15,-246,1
CC(=NCCc1ccccc1)C1=C(O)CCC1=O,-11,2,-4,-14,7,5,14,7
Cc1ccc(NC(=O)Nc2nc(-c3ccc(C)s3)cs2)cc1,-1,-2,-11,-5,-4,14,2,0
CCN(CC)S(=O)(=O)c1cccc2c(N(C)C)cccc12,19,26,2,-3,7,11,-444,-2
Cc1ccccc1NC(=O)Cc1nc(COC(=O)CCOc2ccccc2)cs1,18,-19,-2,-6,6,2,-1,-5
CN(CCCNC(=O)c1ccccc1F)CCCNC(=O)c1ccccc1F,-4,-2,16,13,4,-1,9,-4
c1ccc(CCc2nc3ccccc3[nH]2)cc1,-3,2,1,-20,-2,5,8,-6
CCOC(=O)C1(Cc2ccc(Cl)cc2)CCN(C(=O)C2=NNC(=O)CC2)CC1,2,-2,-7,-9,6,-2,6,-5
Cc1nn(C)cc1CN(C)Cc1c(C(=O)N(C)Cc2ccccc2)nc2ccccn12,-5,-1,-7,0,-7,-8,-9,-6
Fc1ccc(N2CCN(C(=S)NCc3ccco3)CC2)cc1,-1,-2,3,13,3,-5,5,-6
CCCCc1c(O)nc(SCCN(C)C)n(-c2ccccc2)c1=O,11,0,-10,-4,-4,0,16,0
Cc1onc(C(=O)N2C(C)CCCC2C)c1[N+](=O)[O-] (stereo unspecified),-12,-1,0,-3,2,-2,11,-10
N#CCCN(C(=O)CSc1ccc2c(c1)OCCO2)c1ccccc1,-3,0,4,-8,2,7,9,-3
COc1cc(NS(=O)(=O)c2ccc3[nH]c(=O)[nH]c3c2)cc(OC)c1,-3,3,-8,-8,-3,10,18,-6
O=C(OCc1ccc([N+](=O)[O-])cc1)c1cc2ccccc2oc1=O,-11,0,2,14,4,7,-14,-1
O=C(NC1CCCC1)C(c1ccc(F)cc1)N(Cc1ccccc1Cl)C(=O)CCl (stereo unspecified),0,1,-5,-22,-11,-2,6,-7
COCCN(CC(=O)Nc1cccc(C)c1C)C(=O)c1cc2ccccc2cc1OC,6,0,-8,-12,-2,-7,-71,-9
O=C(Cc1ccsc1)N1CCN(S(=O)(=O)c2ccccc2F)CC1,-5,-3,4,11,-4,8,10,-2
Cc1ccc(CC(=O)Nc2cc(C)on2)cc1,-1,3,-12,-42,0,-4,16,-7
COc1ccc(OC)c(NC(=O)C(=O)NNC(=O)c2cccs2)c1,-11,-1,8,7,2,-4,12,-2
CCS(=O)(=O)N1CCN(C2CCC(C)CC2)CC1 (stereo unspecified),-8,2,6,-15,-10,0,11,-10
Cc1ccc(C(=O)O)cc1NC(=S)NC(=O)c1ccc([N+](=O)[O-])c(C)c1,4,4,-9,-12,-4,12,16,0
O=C1C(NS(=O)(=O)c2cccs2)=C(N2CCN(Cc3ccccc3)CC2)C(=O)c2ccccc21,51*,-25,22,44,-45,14,33,-1
Cc1ccc(CN2C(=O)CCC2C(=O)NCc2ccc(F)cc2)cc1 (stereo unspecified),-1,-1,-2,0,10,-2,21,8
C/C(=N\NC(=O)c1ccc(O)cc1)c1cc2ccccc2o1,9,1,-7,-10,-19,-5,-10,-5
O=C(NCC(=O)N1CCN(Cc2ccc3c(c2)OCO3)CC1)c1ccccc1F,-2,0,-3,14,7,-1,7,-3
Cc1ccc(C(=O)/C=C\Nc2ccc(C)c(C)c2)cc1,-2,-67,-23,27,5,45,-166,-7
COc1ccc(OC)c(C(=O)CSc2nc3ccccc3n2CC(=O)NC(C)(C)C)c1,13,3,4,8,-4,6,-2,-1
CC(C)N(C(=O)[C@H]1C[C@H](CC(=O)NCCN2CCOCC2)C(=O)N2CCc3c([nH]c4ccc(Cl)cc34)[C@]12C)C(C)C,15,2,/,/,/,3,8,4
COc1ccc(-c2nnc(N)s2)cc1,0,-3,2,-8,-1,2,-23,-6
Cc1c(Cl)cccc1NC(=O)CSc1nccn1C,-6,2,-3,2,11,-2,1,-6
CC1CCC2(CC1)NC(=O)N(CC(=O)N1CCc3ccccc3C1)C2=O (stereo unspecified),2,-2,6,-13,8,-11,14,-3
Cn1c(=O)c2nc(-c3ccccc3)c(-c3ccccc3)nc2n(C)c1=O,21,-7,-1,-10,1,-2,-413,-5
COc1ccc([N+](=O)[O-])cc1NC(=O)Nc1ccccc1,8,0,-12,2,5,-2,21,-2

# Screening results: PubChem BioAssay, Sanford-Burnham Center for Chemical Genomics
